Tau ThT inhib = qHTS for Inhibitors of Tau Fibril Formation, Thioflavin T Binding; Microtubule-associated protein tau (Homo sapiens), P10636; recombinant tau K18 P301L, heparin-induced fibrillization, ThT fluorescence; Potency, µM (highest dose often 57.4 µM), for inactives: at the top dose activity, negative = inhibition, hits mostly inhibitors; actives 2.1% (n = 270,000); AID 1460, 2008; further: nearly all actives have a fitted effect of over 55% in size
Target sequence (P10636 561-689 P618L limits assumed): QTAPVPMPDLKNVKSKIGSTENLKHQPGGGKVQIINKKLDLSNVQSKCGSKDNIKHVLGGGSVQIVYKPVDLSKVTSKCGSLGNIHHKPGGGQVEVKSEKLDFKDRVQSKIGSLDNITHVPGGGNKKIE
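Heparin-induced (20 uM) aggregation of recombinant human K18 P301L tau, 15 uM unlabeled with 0.24 uM labeled, pH 7 acetate buffer, 6 hr at 37 C with compound. Fibrils quantified by 30 uM ThT fluorescence after 1 hr ambient incubation.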
JMJD2E inh = qHTS Assay for Inhibitors of Human Jumonji Domain Containing 2E (JMJD2E); JMJD2E catalytic domain, FDH-coupled NADH fluorescence (FDH is formaldehyde dehydrogenase); Potency, µM (titrated, usually from 57.1 µM), for the others: at the highest dose activity change, negative = inhibition, hits mostly inhibitors; actives 1.6% (n = 230,000); AID 2147, 2009; active means well fitted inhibition curve with a large enough effect, not every such curve was filed as active; inconclusive means small, poorly fitted or top-dose-only effect, or another doubt; inactive means no such curve, though single readings can be large or run the other way;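 further: 0% = wells with enzyme and -100% = buffer wells without enzyme; nearly all actives have a fitted effect of over 50% in size; many of its hits are not listed in these tables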
RECQ1 helicase = qHTS Assay for Inhibitors of RecQ-Like Dna Helicase 1 (RECQ1); RECQ1 DNA unwinding, red fluorescence kinetic read; AID 2549, 2010; ATP-dependent DNA helicase Q1 (Homo sapiens), P46063; Potency, µM (titrated, usually from 57.3 µM), for inactives: at the highest dose activity, negative = inhibition, most hits filed as inhibitors; actives 0.54% (n = 240,000);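 further: plate controls were vehicle for no effect and no enzyme for full effect; nearly all actives have a fitted effect of over 30% in size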
Target sequence (P46063 whole entry, looked up): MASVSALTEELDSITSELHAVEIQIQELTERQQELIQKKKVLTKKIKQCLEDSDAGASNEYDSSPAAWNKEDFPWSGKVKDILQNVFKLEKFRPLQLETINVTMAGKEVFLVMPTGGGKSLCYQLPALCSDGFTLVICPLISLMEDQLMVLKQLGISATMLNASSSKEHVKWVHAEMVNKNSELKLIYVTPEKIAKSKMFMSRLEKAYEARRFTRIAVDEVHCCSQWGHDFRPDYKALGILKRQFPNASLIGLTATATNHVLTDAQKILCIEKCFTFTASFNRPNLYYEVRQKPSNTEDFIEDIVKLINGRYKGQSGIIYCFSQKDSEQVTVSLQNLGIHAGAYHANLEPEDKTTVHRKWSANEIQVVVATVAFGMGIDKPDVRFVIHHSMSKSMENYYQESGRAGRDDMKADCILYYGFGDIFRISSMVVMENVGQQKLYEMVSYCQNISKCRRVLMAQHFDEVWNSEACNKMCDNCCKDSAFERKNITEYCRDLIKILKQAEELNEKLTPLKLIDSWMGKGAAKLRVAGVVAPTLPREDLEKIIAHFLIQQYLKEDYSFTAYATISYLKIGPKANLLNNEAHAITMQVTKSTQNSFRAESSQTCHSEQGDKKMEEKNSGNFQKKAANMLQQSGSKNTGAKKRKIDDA
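RECQ1T1 50 nM; forked duplex (20 bp + 30-nt ss tails) 200 nM, ATP 2 mM final; pH 8.0, 2 mM MgCl2, 2.5 ug/ml poly(dI-dC); 15 min compound preincubation; discontinuous kinetic read over 2 h at RT.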
TRb SRC2 PPI = qHTS for Inhibitors of the Interaction of Thyroid Hormone Receptor and Steroid Receptor Coregulator 2; TRbeta-SRC2 peptide binding, fluorescence polarization; receptor liganded with 1 µM T3; actives 0.065% (n = 280,000); Thyroid hormone receptor beta (Homo sapiens), P10828; Potency, µM (doses to about 106 µM), for inactives: top-dose activity change, negative = inhibition, actives largely listed as inhibitors;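 further: plate controls were bound peptide for no effect and peptide without receptor for full effect; nearly all actives have a fitted effect of over 50% in size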
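Decrease in fluorescence polarization of 20 nM Texas Red SRC2 coactivator peptide flagged inhibition of its binding to 0.6 uM TRb LBD; 1 uM T3 included, incubation 5 hr, ex 555/em 632 nm.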
TR SRC2 fluor cs = Total Fluorescence Counterscreen for Inhibitors of the Interaction of Thyroid Hormone Receptor and Steroid Receptor Coregulator 2. TRb/SRC2 Texas Red total fluorescence interference. Potency, µM (titrated, usually from 106 µM), for inactives: at the highest dose fluorescence change, negative = quenching. actives 0.29% (n = 280,000). AID 1479, 2009; active means well fitted curve in either direction with a large enough effect; inconclusive means small, poorly fitted or top-dose-only effect
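Flags fluorescent or light-absorbing compounds by total fluorescence, S + 2P, at 555 nm excitation and 632 nm emission. Mixture: 20 nM Texas Red SRC2 peptide, 0.6 uM human TRb LBD, 1 uM T3, 5% DMSO; compound exposure 5 h at ambient temperature.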
L3MBTL1 inh = qHTS Assay for the Inhibitors of L3MBTL1. Lethal(3)malignant brain tumor-like protein 1 (Homo sapiens), Q9Y468. AlphaScreen L3MBTL1–H3K9me1 peptide binding. Potency, µM (doses to about 57.1 µM), for inactives: at the highest dose activity, negative = inhibition, usual class: inhibitors. actives 0.66% (n = 230,000); further: nearly all actives have a fitted effect of over 60% in size
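L3MBTL1 (50 nM) pre-complexed 30 min with biotinylated H3(1-15)K9me1 peptide (75 nM), then compounds added for 30 min at room temperature; AlphaScreen streptavidin donor/nickel chelate acceptor beads (10 ug/mL final) read after 30 min dark incubation.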
Tau FP inhib = qHTS for Inhibitors of Tau Fibril Formation, Fluorescence Polarization. K18 P301L tau heparin fibrillization, Alexa594 FP, 6 h. actives 0.39% (n = 280,000). Potency, µM (series often up to 57.7 µM), for the others: top-dose activity, negative = inhibition, usual class: inhibitors; further: nearly all actives have a fitted effect of over 55% in size
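Heparin (20 uM) drove fibril formation of recombinant tau K18 P301L, 15 uM unlabeled with 0.24 uM Alexa 594 label, for 6 hr at 37 C in 100 mM sodium acetate pH 7. Fluorescence polarization (555/632 nm) read 1 hr after 30 uM ThT.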
RGS12 GoLoco inh = qHTS Assay for Inhibitors of RGS12 GoLoco Motif Activity (Red Fluorophore). Potency, µM (doses to about 61.6 µM), without a hit: top-dose activity, negative = inhibition, hits mostly inhibitors. Gai1:RGS12 GoLoco peptide FP, rhodamine, 10 min. actives 0.44% (n = 230,000). Guanine nucleotide-binding protein G(i) subunit alpha-1 (Homo sapiens), P63096; active means well fitted inhibition curve with a large enough effect, not every such curve was filed as active; inactive means no such curve, though single readings can be large or run the other way; further: nearly all actives have a fitted effect of over 30% in size; many of its hits are not listed in these tables
Numbers without * were called inactive; i = inactive; ? = inconclusive; nt = no result given; [ ] = dose if it differs, or a comment. Unless noted, the call rests on the fitted dose curve; in most records, active means well fitted curve in the direction sought with a large enough effect; inconclusive means small, poorly fitted or top-dose-only effect, or another doubt; inactive means no such curve, though single readings can be large; an effect the other way counts as inactive or inconclusive. Unless noted, on the % scale 0 is the no-effect control and ±100 the full control effect; potency means the concentration at half of the fitted maximal effect.

SMILES	Tau ThT inhib	JMJD2E inh	RECQ1 helicase	TRb SRC2 PPI	TR SRC2 fluor cs	L3MBTL1 inh	Tau FP inhib	RGS12 GoLoco inh
C=C(C)C1CC=C(C)/C(=N/NC(=O)CNc2ccc(C)cc2C)C1 (stereo not given)	-7%	-5%	-12%	-1%	0%	3%	4%	1%
CCOc1ccc(NC(=O)C23CC4CC(C2)CC(c2ccccc2)(C4)C3)cc1	0%	7%	-17%	3%	-1%	10%	-1%	2%
COc1ccc(S(=O)(=O)N2CCC[C@H]2C(=O)NC2=NCCS2)cc1	-8%	5%	-10%	-2%	4%	1%	-7%	5%
CC(=O)Nc1ccc(Nc2nc(C)c([N+](=O)[O-])c(Nc3ccccc3)n2)cc1	8.9µM*	3%	-1%	-2%[53 µM]	-4%[53 µM]	-10%	18%	4%
Cn1nc(C(=O)N2CCN(c3ccccc3)CC2)c2c1-c1ccccc1SC2	-3%	nt	nt	-1%	-1%	nt	4%	nt
COc1cccc(C(=O)Nn2cnnc2)c1	-3%	15%	-12%	4%	-4%	3%	2%	8%
CN(CCNC(=O)c1cn(C)c2ccc(S(=O)(=O)N(C)C)cc2c1=O)CCc1ccccc1	2%	-4%	-2%	1%	-1%	nt	11%	5%
O=C(COc1cccnc1[N+](=O)[O-])Nc1ccc2c(c1)OCO2	-9%	-1%	-12%	-3%	-3%	1%	-8%	2%
Cc1sc(N)nc1-c1ccccc1	-8%	2%	1%	-2%	-1%	0%	0%	7%
CCC(NS(=O)(=O)c1ccc(C)cc1)C(=O)O (stereo not given)	-6%	4%	-4%	-13%	-2%	5%	0%	1%
O=C(Nc1cc(Sc2ccccn2)cc([N+](=O)[O-])c1)c1ccc([N+](=O)[O-])cc1	2%	-1%	-12%	0%	-2%	-6%	-3%	-10%
CCC(C)NC(=O)C1CCC(=O)N(c2ccc3c(c2)OCO3)C1c1ccc(OC)cc1 (stereo not given)	-9%	-7%	-1%	11%	0%	-4%	-2%	-1%

3 entries from above, bar-delimited.
Compound | Tau ThT inhib | JMJD2E inh | RECQ1 helicase | TRb SRC2 PPI | TR SRC2 fluor cs | L3MBTL1 inh | Tau FP inhib | RGS12 GoLoco inh
COc1cccc(C(=O)Nn2cnnc2)c1 | -3% | 15% | -12% | 4% | -4% | 3% | 2% | 8%
CN(CCNC(=O)c1cn(C)c2ccc(S(=O)(=O)N(C)C)cc2c1=O)CCc1ccccc1 | 2% | -4% | -2% | 1% | -1% | nt | 11% | 5%
O=C(COc1cccnc1[N+](=O)[O-])Nc1ccc2c(c1)OCO2 | -9% | -1% | -12% | -3% | -3% | 1% | -8% | 2%

The listing continues.
SMILES	Tau ThT inhib	JMJD2E inh	RECQ1 helicase	TRb SRC2 PPI	TR SRC2 fluor cs	L3MBTL1 inh	Tau FP inhib	RGS12 GoLoco inh
Cc1ccc(-n2[nH]c(C)c(C=Nc3ccc(Br)cn3)c2=O)cc1	-12%	3%	-2%	-2%	-2%	3%	-1%	2%
CCOc1ccc(OCC(=O)NCCc2nc3ccccc3[nH]2)cc1	-10%	10%	-3%	-3%	-2%	4%	-3%	5%
CC(C)c1ccc(OCC(=O)NNC(=O)c2cnccn2)cc1	-7%	-14%	?	-4%	-1%	12%	-1%	0%
CCCCCCC(=O)Nc1nnc(CC)s1	2%	-4%	0%	3%	1%	3%	10%	7%
NC(=O)c1c(NC(=O)CN2CCOCC2)sc2c1CCC2	-7%	?	-9%	1%	-9%	-5%	0%	6%
N#Cc1ccc(OCC(O)CS(=O)(=O)c2ccc(F)cc2)cc1 (stereo not given)	-1%	-19%	i	-3%	-4%	-5%	9%	6%
C=CCNC(=O)c1ccc(Cn2cc(C(F)(F)F)ccc2=O)cc1	-5%	6%	25%	-4%	-2%	nt	1%	-8%
COc1ccccc1CNC(=O)c1cc2c(C)nn(Cc3ccc(F)cc3)c2s1	-16%	-4%	-7%	2%	4%	-4%	7%	-19%
Clc1ccc(-c2noc3ncnc(NCCCN4CCN(c5ccccc5)CC4)c23)cc1	-14%	nt	nt	3%	-1%	nt	-8%	nt
COc1cccc(CNC(=O)c2c3c(nc4ccccc24)C(=O)N(C2CCCCC2)C3)c1	-8%	nt	nt	-3%	-3%	nt	-2%	nt
O=C(N/C(=C\c1cn(-c2ccccc2)nc1-c1ccccc1)C(=O)N1CCOCC1)c1ccccc1	1%	9%	1%	-18%	2%	4%	-2%	12%
COc1ccccc1C(=O)n1nc(C)cc1C	2%	0%	-13%	-2%	0%	4%	7%	-8%

Entries of single compounds, looked up by structure. Values in the order: Tau ThT inhib | JMJD2E inh | RECQ1 helicase | TRb SRC2 PPI | TR SRC2 fluor cs | L3MBTL1 inh | Tau FP inhib | RGS12 GoLoco inh
`CCOc1ccc(OCC(=O)NCCc2nc3ccccc3[nH]2)cc1` in the list: -10% | 10% | -3% | -3% | -2% | 4% | -3% | 5%
`COc1ccccc1C(=O)n1nc(C)cc1C` in the list: 2% | 0% | -13% | -2% | 0% | 4% | 7% | -8%
`CC(C)c1ccc(OCC(=O)NNC(=O)c2cnccn2)cc1` in the list: -7% | -14% | ? | -4% | -1% | 12% | -1% | 0%
`N#Cc1ccc(OCC(O)CS(=O)(=O)c2ccc(F)cc2)cc1` (stereo not given) in the list: -1% | -19% | i | -3% | -4% | -5% | 9% | 6%
`NC(=O)c1c(NC(=O)CN2CCOCC2)sc2c1CCC2` in the list: -7% | ? | -9% | 1% | -9% | -5% | 0% | 6%

Following part.
SMILES	Tau ThT inhib	JMJD2E inh	RECQ1 helicase	TRb SRC2 PPI	TR SRC2 fluor cs	L3MBTL1 inh	Tau FP inhib	RGS12 GoLoco inh
Oc1oc(-c2cccc3ccccc23)nc1/C=N/c1nccs1	-9%	-4%	-4%	9%	2%	3%	8%	10%
O=C(/C=C/c1ccc2c(c1)OCO2)c1ccc(F)cc1	?	?	7%	-5%	-1%	0%	1%	2%
COc1cc(C2CC(=O)Nc3cc4c(cc32)OCO4)cc(OC)c1O (stereo not given)	-8%	nt	nt	-2%	-1%	nt	-7%	nt
COc1ccc(C)cc1NC(=O)Cn1c(=O)n(Cc2nc(C)no2)c(=O)c2ccccc21	?	nt	nt	-5%	-1%	nt	-7%	nt
O=C(Oc1c(CN2CCOCC2)cc(Cl)c2cccnc12)c1ccccc1	?	-20%	-4%	4%	-2%	nt	?	3%
Cc1ccc2nc3sc(C(=O)Nc4ccc(N5CCOCC5)cc4)c(N)c3cc2c1	2µM*	-13%	2%	0%	-6%	-9%	10%	10%
O=C(CP(=O)(c1ccccc1)c1ccccc1)N1CCOCC1	1%	-1%	-10%	-7%	3%	10%	-5%	5%
O=C(COc1ccc(Cl)cc1)NCc1ccncc1	-2%	4%	8%	-4%	-1%	nt	-5%	9%
Cc1cc(C)c2nc(N)sc2c1	1%	1%	-2%	-1%	0%	-1%	0%	-2%
Cc1cc2cc(CCNC(=O)C(=O)c3c[nH]c4ccccc34)c(=O)[nH]c2cc1C	?	-10%	1%	-6%	0%	nt	-3%	-9%
COC(=O)CN(c1ccccc1[N+](=O)[O-])S(=O)(=O)c1ccccc1	-1%	-12%	i	3%	-2%	5%	0%	7%
CCOc1cccc(C(=O)N(Cc2ccco2)C2CCS(=O)(=O)C2)c1 (stereo not given)	-7%	0%	-4%	1%	-3%	-1%	-5%	2%
COc1ccc(/C=N/N2C(=O)CN(C(=O)c3ccccc3)C2c2ccc(OC)cc2)cc1 (stereo not given)	-3%	2%	-4%	7%	-5%	-6%	-1%	3%
CNCc1ccccc1Sc1cccc(O)c1	3%	8%	-6%	-3%	-2%	2%	-2%	2%
Cc1ccc(NC(=O)c2ccc3snnc3c2)cc1C	-14%	nt	nt	6%	-2%	nt	?	nt
COc1ccc2c(c1)O[C@@H](c1ccc3c(c1)OCO3)[C@H](OC(=O)N[C@H]1CCCc3ccccc31)C2=O	-12%	6%	i	0%	-2%	nt	-5%	9%
CCOC(=O)Cc1csc2nc3sc(C)c(C)c3c(=O)n12	-21%	-1%	-1%	7%	-7%	-2%	3%	1%
Cn1ncc2c(NCc3ccccc3Cl)nc(NCCO)nc21	-6%	nt	nt	-6%	1%	nt	0%	nt
Cc1cc(-c2cc(-c3ccc(Cl)cc3)on2)nc(NC2CCCC2)n1	-8%	?	44%[activator]	-1%	0%	nt	3%	7%
Cc1ccccc1CSCCNC(=O)CN(c1ccccc1)S(=O)(=O)N(C)C	?	nt	nt	5%	-17%	nt	3%	nt
O=C(NCC(c1ccco1)S(=O)(=O)c1cccs1)c1ccc(C(F)(F)F)cc1 (stereo not given)	-4%	nt	nt	-9%	0%	nt	-8%	nt
Cc1[nH][nH]c(=O)c1C(c1c(C)[nH][nH]c1=O)c1cn(Cc2ccccc2Cl)c2ccccc12	11µM*	?	i	?	-2%	-28%	?	-4%
Cc1nc2nc(-c3cccnc3)nn2c(C)c1Cl	-2%	-2%	-1%	-7%	-2%	8%	2%	-1%
O=C(NCCc1ccccc1)C1CC(=O)N(C2CCCCCC2)C1 (stereo not given)	1%	-4%	4%	-10%	-1%	4%[11.4 µM]	-2%	9%
O=C(CN1C(=O)CNC1=O)Nc1cccc(C(F)(F)F)c1	-6%	3%	-17%	-6%	1%	4%	0%	8%
CCOC(=O)C1(CC2CCCCO2)CCN(C(=O)NCc2ccccc2)CC1 (stereo not given)	-3%	8%	-11%	1%	0%	-3%	1%	2%

Assay outcomes as filed in PubChem.

This is a subset; count on the stated rates, not on these rows.
